All columns: NCI-60 one-dose screen, growth in % after 48 h at 10 µM unless noted; 100 = growth as untreated, 0 = no growth, -100 = all killed.
SK-OV-3: SK-OV-3 ovarian cancer cells | 3.2% of 80,000 active
TK-10: TK-10 renal cancer cells. AID 1794769. 3.9% of 81,000 active
786-0: 786-0 renal cancer cells. 5.1% of 81,000 active. AID 1794775
UO-31: UO-31 renal cancer; 5.2% of 81,000 active
IGROV1: IGROV1 ovarian cancer. 4.7% of 79,000 active. AID 1794786
RXF 393: RXF 393 renal cancer cells | 6.9% of 77,000 active | AID 1794773
ACHN: ACHN renal cancer | 4.9% of 81,000 active | AID 1794771
SN12C: SN12C renal cancer cells | 3.8% of 81,000 active
Active calls of the source: *; [ ] = dose if it differs, or a comment. How the source made its calls: active means growth percent below 10; inactive means the rest. Rows were taken by chance; about 9.6% have a hit in one of these screens.

How did CCOC(=O)c1sc(/N=C2\C(=O)Nc3ccc(C)cc32)nc1C do in these assays?
SK-OV-3: 97; TK-10: 116; 786-0: 106; UO-31: 74; IGROV1: 106; RXF 393: 111; ACHN: 107; SN12C: 110

How did COc1cc2nc(SCc3cc(OC)c(OC)c(OC)c3)n(-c3ccc(Cl)cc3)c(=O)c2cc1OC do in these assays?
SK-OV-3: 91; 786-0: 94; UO-31: 68; IGROV1: 89; RXF 393: 99; ACHN: 99; SN12C: 104

Results for CN(C)c1ccc(/C=C2\Cc3cc4c(cc3C2=O)OCO4)cc1 ?
SK-OV-3: 91; TK-10: 95; 786-0: 89; UO-31: 84; IGROV1: 97; RXF 393: 104; ACHN: 103; SN12C: 97

What do the screens show for `Cc1c2c(c(C#N)c(=O)n1Cc1ccccc1)CCCC2`?
SK-OV-3: 101; TK-10: 107; 786-0: 102; UO-31: 66; IGROV1: 98; ACHN: 99; SN12C: 94

How did CN=S(=O)(NC(=O)c1ccc(Cl)cc1Cl)c1ccc(Br)s1 (centres undefined) do in these assays?
SK-OV-3: 111; TK-10: 106; 786-0: 105; UO-31: 89; IGROV1: 101; RXF 393: 103; ACHN: 102; SN12C: 105

Results for CC1Cc2c(Cl)ncnc2N2CCc3cccc1c32 (centres undefined) ?
SK-OV-3: 105; TK-10: 95; 786-0: 91; UO-31: 82; IGROV1: 91; RXF 393: 117; ACHN: 107; SN12C: 98

Results for Nc1ccn(Cc2nnc(CCC(=O)c3nc4ccccc4[nH]3)o2)c(=O)n1 ?
SK-OV-3: 99; TK-10: 100; 786-0: 97; UO-31: 44; IGROV1: 65; RXF 393: 98; ACHN: 87; SN12C: 87

Results for CCCCCCNC(=O)Oc1ccc(/C(=C(\C)c2ccc(OC)cc2)c2ccc(OCCN3CCCCC3)cc2)cc1 ?
SK-OV-3: 70; TK-10: 102; 786-0: 42; UO-31: 22; IGROV1: 54; RXF 393: 47; ACHN: 84; SN12C: 74

What do the screens show for `CSc1nc(COC(=O)NC(C)C)c(COC(=O)NC(C)C)n1-c1ccccc1`?
SK-OV-3: 109; TK-10: 105; 786-0: 105; UO-31: 86; IGROV1: 109; RXF 393: 110; ACHN: 103; SN12C: 104

Results for C=C(C)[C@@H]1CC[C@]2(C(=O)N[C@H](CO)Cc3ccccc3)CC[C@]3(C)[C@H](CC[C@@H]4[C@@]5(C)CCC(=O)C(C)(C)[C@@H]5CC[C@]43C)[C@@H]12 ?
SK-OV-3: 80; TK-10: 89; 786-0: 92; UO-31: 78; IGROV1: 91; RXF 393: 82; ACHN: 86; SN12C: 81

What do the screens show for `Cn1c(=O)[nH]c2c(c1=O)CCO2`?
SK-OV-3: 103; TK-10: 95; 786-0: 101; UO-31: 94; IGROV1: 124; RXF 393: 98; ACHN: 93; SN12C: 98

How did O=S1(=O)OC(c2ccc(O)c(Cl)c2)(c2ccc(O)c(Cl)c2)c2ccccc21 do in these assays?
SK-OV-3: 101; TK-10: 100; 786-0: 110; UO-31: 66; IGROV1: 91; RXF 393: 105; ACHN: 97; SN12C: 97

Results for N#Cc1ccc(-c2ccc(OCCCCN3CCCCC3)cc2)cc1 ?
SK-OV-3: 95; TK-10: 87; 786-0: 96; UO-31: 77; IGROV1: 102; RXF 393: 100; ACHN: 109; SN12C: 90

Results for O=C1c2cccc(S(=O)(=O)O)c2C(=O)c2cccc([N+](=O)[O-])c21 ?
SK-OV-3: 101; TK-10: 99; 786-0: 107; UO-31: 70; IGROV1: 100; RXF 393: 105; ACHN: 102; SN12C: 102

Results for Cc1c(C(=O)NCCC(=O)NO)sc2ncnc(Nc3ccccc3)c12 ?
SK-OV-3: 122; TK-10: 108; 786-0: 103; UO-31: 86; IGROV1: 102; RXF 393: 94; ACHN: 106; SN12C: 99

How did COC(=O)CC[C@@H]1O[C@@H](c2ccccc2)[C@@H](O)[C@H]1O do in these assays?
SK-OV-3: 98; TK-10: 101; 786-0: 107; UO-31: 91; IGROV1: 115; RXF 393: 91; ACHN: 101; SN12C: 112

What do the screens show for `Cc1noc2c(Cc3ccccc3)nn(CC(=O)N/N=C/c3ccc(F)cc3)c(=O)c12`?
SK-OV-3: 29; TK-10: 59; 786-0: -2.1*; UO-31: 5.9*; IGROV1: 70; ACHN: 9.3*; SN12C: 26

Results for CC(C(=O)O)S(=O)(=O)Cc1ccccc1 (centres undefined) ?
SK-OV-3: 111; TK-10: 109; 786-0: 103; UO-31: 87; IGROV1: 106; RXF 393: 104; ACHN: 105; SN12C: 101

Results for CC(C)(C)NCc1cc(O)c(CNC(C)(C)C)cc1O ?
SK-OV-3: 101; TK-10: 103; 786-0: 103; UO-31: 85; IGROV1: 113; RXF 393: 109; ACHN: 102; SN12C: 100

How did CCCCCCCCCCCCCCCC(=O)NCCCC[C@@H](NC(=O)[C@@H](C)NC(=O)[C@@H](CCCCN)NC(=O)[C@@H](C)NC(=O)[C@@H](CC(C)C)NC(=O)[C@@H](CCCCN)NC(=O)[C@@H](C)NC(=O)[C@@H](CC(C)C)NC(=O)[C@@H](CCCCN)NC(=O)[C@@H](CCCCN)NC(=O)[C@@H](C)NC(=O)[C@@H](CC(C)C)NC(=O)[C@@H](CCCCN)NC(=O)[C@@H](C)NC(=O)[C@@H](CC(C)C)NC(=O)[C@@H](CCCCN)NC(=O)CCCCCN)C(N)=O do in these assays?
SK-OV-3: 100[7.25 µM]; TK-10: 92[7.25 µM]; 786-0: 107[7.25 µM]; UO-31: 87[7.25 µM]; IGROV1: 108[7.25 µM]; RXF 393: 111[7.25 µM]; ACHN: 99[7.25 µM]; SN12C: 104[7.25 µM]

An excerpt from above in order of formula weight, ascending:
What do the screens show for `Cn1c(=O)[nH]c2c(c1=O)CCO2`?
SK-OV-3: 103; TK-10: 95; 786-0: 101; UO-31: 94; IGROV1: 124; RXF 393: 98; ACHN: 93; SN12C: 98

Results for CC1Cc2c(Cl)ncnc2N2CCc3cccc1c32 (centres undefined) ?
SK-OV-3: 105; TK-10: 95; 786-0: 91; UO-31: 82; IGROV1: 91; RXF 393: 117; ACHN: 107; SN12C: 98

Results for CC(C)(C)NCc1cc(O)c(CNC(C)(C)C)cc1O ?
SK-OV-3: 101; TK-10: 103; 786-0: 103; UO-31: 85; IGROV1: 113; RXF 393: 109; ACHN: 102; SN12C: 100

Results for Cc1c(C(=O)NCCC(=O)NO)sc2ncnc(Nc3ccccc3)c12 ?
SK-OV-3: 122; TK-10: 108; 786-0: 103; UO-31: 86; IGROV1: 102; RXF 393: 94; ACHN: 106; SN12C: 99

What do the screens show for `Cc1noc2c(Cc3ccccc3)nn(CC(=O)N/N=C/c3ccc(F)cc3)c(=O)c12`?
SK-OV-3: 29; TK-10: 59; 786-0: -2.1*; UO-31: 5.9*; IGROV1: 70; ACHN: 9.3*; SN12C: 26

New compounds follow
What do the screens show for `CC(=O)OC[C@]12CC[C@@H](C(=O)CBr)[C@@H]1[C@H]1CC[C@@H]3[C@@]4(C)CC[C@H](OC(C)=O)C(C)(C)[C@@H]4CC[C@@]3(C)[C@]1(C)CC2`?
SK-OV-3: 90; TK-10: 108; 786-0: 95; UO-31: 91; IGROV1: -1.7*; RXF 393: 100; ACHN: 99; SN12C: 87

How did Cc1nc2c(=O)[nH]c(SCC(=O)Nc3cccc(Cl)c3)nc2[nH]c1=O do in these assays?
SK-OV-3: 118; TK-10: 98; 786-0: 103; UO-31: 81; IGROV1: 108; RXF 393: 107; ACHN: 101; SN12C: 104

How did COC(=O)[C@H](C)NC(=O)c1ccc(NC(=O)c2[nH]c(C)c(Cl)c2Cl)c(OCCN)c1 do in these assays?
SK-OV-3: 106; TK-10: 112; 786-0: 99; UO-31: 98; IGROV1: 104; RXF 393: 115; ACHN: 99; SN12C: 98

What do the screens show for `C/C(=C(/c1ccc(O)cc1)c1ccc(OCCN(C)C)cc1)c1ccc(Cl)cc1`?
SK-OV-3: 83; TK-10: 85; 786-0: 50; UO-31: 51; IGROV1: 58; RXF 393: 30; ACHN: 33; SN12C: 59

How did CC1(C)CC[C@]2(C(=O)N3CCOCC3)CC[C@]3(C)C(=CC[C@@H]4[C@@]5(C)CCC(=O)NC(C)(C)[C@@H]5CC[C@]43C)C2C1 (some centres undefined) do in these assays?
SK-OV-3: 101; TK-10: 106; 786-0: 103; UO-31: 79; IGROV1: 100; RXF 393: 98; ACHN: 93; SN12C: 105

How did C[S+](C)Cc1ccc(C(=O)Oc2ccc([N+](=O)[O-])cc2)cc1 do in these assays?
SK-OV-3: 99; TK-10: 89; 786-0: 102; UO-31: 86; IGROV1: 107; RXF 393: 101; ACHN: 97; SN12C: 96

What do the screens show for `NC1=NN=C(N)C1=Cc1cc2ccccc2n2nnnc12`?
SK-OV-3: 92; TK-10: 114; 786-0: 94; UO-31: 77; IGROV1: 103; RXF 393: 110; ACHN: 102; SN12C: 98

What do the screens show for `CC(=O)OC[C@H]1OC(Sc2sc(C(=O)c3ccc(C)cc3)c(N)c2-c2nc3ccccc3s2)[C@H](OC(C)=O)[C@@H](OC(C)=O)[C@@H]1OC(C)=O` (some centres undefined)?
SK-OV-3: 90; TK-10: 99; 786-0: 47; UO-31: 26; IGROV1: 48; RXF 393: 54; ACHN: 23; SN12C: 42

How did Nc1ccc(-c2cc3c(Nc4ccc(OCc5cccc(F)c5)c(Cl)c4)ncnc3s2)cc1 do in these assays?
SK-OV-3: -2.3*; TK-10: 32; 786-0: 37; UO-31: 20; IGROV1: 38; RXF 393: 52; ACHN: 30; SN12C: 48

How did CN1C(=O)N(C)C2(c3ccccc3)N(CC(=O)NCCN3CCNCC3)C(=O)NC12c1ccccc1 (centres undefined) do in these assays?
SK-OV-3: 97; TK-10: 97; 786-0: 95; UO-31: 93; IGROV1: 103; RXF 393: 98; ACHN: 107; SN12C: 98

How did O=C(Nc1cccc2ccccc12)c1ccco1 do in these assays?
SK-OV-3: 110; TK-10: 136; 786-0: 109; UO-31: 85; IGROV1: 129; RXF 393: 102; ACHN: 98; SN12C: 93

How did O=C1CCC(N2C(=O)c3cccc(NCCCCCCOc4ccc(Nc5nccc(Nc6ccccc6)n5)cc4)c3C2=O)C(=O)N1 (centres undefined) do in these assays?
TK-10: 108; 786-0: 92; UO-31: 78; IGROV1: 72; RXF 393: 95; ACHN: 75; SN12C: 79

What do the screens show for `COC(=O)Cc1ccccn1`?
SK-OV-3: 98; TK-10: 108; 786-0: 98; UO-31: 83; IGROV1: 107; RXF 393: 115; ACHN: 103; SN12C: 103

How did COc1ccc(N2CCN(CC(=O)N3CCN(c4nnc(-c5ccc(Cl)cc5)c(-c5ccc(Cl)cc5)n4)CC3)CC2)cc1 do in these assays?
SK-OV-3: 100; TK-10: 84; 786-0: 60; UO-31: 21; ACHN: 52; SN12C: 68

How did COc1ccc(C2OC23Cc2ccccc2C3=O)cc1OC (centres undefined) do in these assays?
SK-OV-3: 109; TK-10: 146; 786-0: 107; UO-31: 69; IGROV1: 99; RXF 393: 101; ACHN: 93; SN12C: 101

What do the screens show for `Cc1nn(-c2ccc(Br)cc2)c2nc3c(nc12)c(=O)oc1ccccc13`?
SK-OV-3: 119; TK-10: 101; 786-0: 101; UO-31: 104; IGROV1: 114; RXF 393: 112; ACHN: 106; SN12C: 108

How did COc1ccc(/C=C2\Oc3ccc(O)c(-c4ccccc4)c3C2=O)cc1 do in these assays?
TK-10: 98; 786-0: 85; UO-31: 53; IGROV1: 74; RXF 393: 100; ACHN: 82; SN12C: 79

What do the screens show for `CC1(O)CC(C)(C)C(C#N)C(=O)N1` (centres undefined)?
SK-OV-3: 104; TK-10: 91; 786-0: 108; UO-31: 82; IGROV1: 123; RXF 393: 125; ACHN: 101; SN12C: 102

Results for O=C(OCc1ccc2c(Cl)cc(Cl)c(O)c2n1)OCc1ccc2c(Cl)cc(Cl)c(O)c2n1 ?
SK-OV-3: 97; TK-10: 106; 786-0: 99; UO-31: 76; IGROV1: 87; RXF 393: 86; ACHN: 88; SN12C: 76

Results for CC(=O)Oc1ccc(S(=O)(=O)c2ccc(OC(C)=O)c(C)c2)cc1C ?
SK-OV-3: 112; TK-10: 96; 786-0: 110; UO-31: 84; IGROV1: 92; RXF 393: 115; ACHN: 103; SN12C: 95

How did COc1ccccc1N=Nc1cc(S(=O)(=O)O)c2ccccc2c1O do in these assays?
SK-OV-3: 104; TK-10: 121; 786-0: 110; UO-31: 61; IGROV1: 64; RXF 393: 103; ACHN: 102; SN12C: 95

How did CCN(CC)CC(O)c1ccc2ccccc2c1 (centres undefined) do in these assays?
SK-OV-3: 100; TK-10: 110; 786-0: 93; UO-31: 94; IGROV1: 110; RXF 393: 107; ACHN: 98; SN12C: 99

Results for CC(=O)SC(CC(=O)O)C(=O)O (centres undefined) ?
SK-OV-3: 114; TK-10: 102; 786-0: 101; UO-31: 93; IGROV1: 97; RXF 393: 126; ACHN: 113; SN12C: 110

What do the screens show for `CC(=O)Nc1ccc2c(c1)Cc1cc(N3C(=O)C=CC3=O)ccc1-2`?
SK-OV-3: 101; TK-10: 100; 786-0: 110; UO-31: 77; IGROV1: 106; RXF 393: 107; ACHN: 78; SN12C: 95

What do the screens show for `COc1ccc(C#N)cc1OC`?
SK-OV-3: 108; TK-10: 111; 786-0: 100; UO-31: 90; IGROV1: 108; RXF 393: 106; ACHN: 103; SN12C: 109

Results for COc1ccc(S(=O)(=O)NNC(=O)CSc2nc3ccccc3c(=O)n2CCc2ccccn2)cc1OC ?
SK-OV-3: 107; TK-10: 107; 786-0: 101; UO-31: 77; IGROV1: 122; RXF 393: 116; ACHN: 101; SN12C: 98

How did COc1ccc(NCc2cn(-c3ccc(C(=O)O)cc3)nc2-c2ccc(B(O)O)cc2)cc1C(F)(F)F do in these assays?
SK-OV-3: 107; TK-10: 105; 786-0: 100; UO-31: 88; IGROV1: 108; RXF 393: 124; ACHN: 106; SN12C: 105

Results for CCCCCCCCCCCCCCCC1=NCCN1 ?
SK-OV-3: 99; TK-10: 102; 786-0: 79; UO-31: 64; IGROV1: 42; RXF 393: 61; ACHN: 71; SN12C: -52*
